# Screening results as filed in PubChem BioAssay.
# GLP1R ag = qHTS of GLP-1 Receptor Agonists. 0.007% of 380,000 active. Glucagon-like peptide 1 receptor (Homo sapiens), P43220. AID 624172, 2012. HEK293 GLP-1R CRE-luciferase, luminescence, 4-6 h; cells express a hypersensitive GLP-1R form. Potency, µM (series often up to 45.6 µM), for inactives: top-dose activation, hits mostly activators; further: potency means the concentration at half of the fitted maximal effect; % of control where 0% means no effect
# GLP1R inv ag = qHTS of GLP-1 Receptor Inverse Agonists (Inhibition Mode). Glucagon-like peptide 1 receptor (Homo sapiens), P43220. HEK293 GLP-1R CRE-luciferase, luminescence, 24 h; GLP-1R form is constitutively active. Potency, µM (series often up to 38.3 µM), inactives show at the highest dose activity change, negative = inhibition, hits mostly inhibitors. 1.6% of 410,000 active. AID 624417, 2012; further: potency means the concentration at half of the fitted maximal effect; on the % scale 0 is the no-effect control and ±100 the full control effect; nearly all actives have a fitted effect of over 55% in size
#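 Constitutively active GLP-1R drives a cAMP-responsive luciferase in stably transfected HEK293 cells; test compounds are added after overnight (12 h) attachment and left 24 hr, and signal loss in luminescence marks inhibition.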
# pAkt inh = HTS Assay for Inhibitors of Akt Phophorylation: Primary Screen | Neuro2A IGF-stimulated pAkt S473 HTRF, 20 min; stronger effect = lower value | activity change, % for hits at 50 µM | 0.32% of 360,000 active; in the data active means activity change below about -80%; inconclusive means mostly about -51% to -80%; further: on the % scale 0 is the no-effect control and ±100 the full control effect
#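 Neuro2A cells (4,500/well, DMEM with 0.5% FBS) were treated with compound at a single 50 µM final concentration, stimulated with 6 nM IGF for 20 min at 37 °C, and lysed. Phospho-Akt Ser473 was read by HTRF as 665/615 ratio ×10^4.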
# PTHR1 ag = qHTS for PTHR1 Agonists: Primary Screen; HEK293 GP2 PTHR1 cells, GloSensor cAMP luminescence, 1 h; Potency, µM (top dose mostly 115 µM), for the others: top-dose activation, usual class: activators; 0.075% of 410,000 active; AID 743266, 2014; further: potency means the concentration at half of the fitted maximal effect; nearly all actives have a fitted effect of over 55% in size; some results filed as inactive show a strong effect at the top dose; inactives centre near -15; many of its hits are not listed in these tables
# Target sequence (Q03431 whole entry, looked up): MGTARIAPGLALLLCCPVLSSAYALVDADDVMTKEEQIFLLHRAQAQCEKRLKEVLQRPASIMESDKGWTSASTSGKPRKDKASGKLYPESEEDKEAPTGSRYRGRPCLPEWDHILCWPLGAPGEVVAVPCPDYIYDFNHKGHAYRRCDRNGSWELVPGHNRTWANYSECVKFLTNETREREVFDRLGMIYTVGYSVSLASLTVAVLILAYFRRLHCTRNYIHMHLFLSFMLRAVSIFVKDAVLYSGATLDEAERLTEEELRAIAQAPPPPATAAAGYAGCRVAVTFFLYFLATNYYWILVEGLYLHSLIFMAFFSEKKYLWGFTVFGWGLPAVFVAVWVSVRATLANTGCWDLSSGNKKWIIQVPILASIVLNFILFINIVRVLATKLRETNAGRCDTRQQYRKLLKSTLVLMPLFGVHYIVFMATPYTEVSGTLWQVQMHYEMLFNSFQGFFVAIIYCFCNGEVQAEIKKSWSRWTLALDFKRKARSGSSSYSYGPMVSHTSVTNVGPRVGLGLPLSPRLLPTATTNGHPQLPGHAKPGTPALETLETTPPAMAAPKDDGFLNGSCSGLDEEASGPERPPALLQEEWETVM
#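 HEK-293-derived GP2 cells expressing PTHR1 and a GloSensor cAMP reporter, 3,000/well, plated overnight, given luciferin plus IBMX (each 0.5 mM as added) for 1 h at 37 °C, then compound for 1 h at 37 °C. Luminescence was read after 15 min at room temperature.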
# aSyn rescue = qHTS of alpha-syn Inhibitors | Yeast expressing alpha-synuclein, growth rescue, BacTiter-Glo, 24 h | Potency, µM (titrated, usually from 46.1 µM), for the others: at the highest dose growth rescue (activation), hits mostly activators | 0.14% of 370,000 active | AID 652106, 2013; further: potency means the concentration at half of the fitted maximal effect; % of control where 0% means no effect; nearly all actives have a fitted effect of over 65% in size
#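 Galactose-induced alpha-syn yeast (OD600=0.02, raffinose-pregrown) + pinned cpd, 24 hr, 30 deg C; growth by BacTiter-Glo luminescence. Growth restoration scores as activation.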
# TDP43 rescue = qHTS of TDP-43 Inhibitors; TDP-43 expressing yeast growth rescue, BacTiter-Glo, 24 h; Potency, µM (highest dose often 46.1 µM), inactives show at the top dose growth rescue (activation), usual class: activators; 1.8% of 410,000 active; further: potency means the concentration at half of the fitted maximal effect; % of control where 0% means no effect; nearly all actives have a fitted effect of over 50% in size
#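 In this qHTS, compounds that restore growth of yeast expressing TDP-43 appear as activators. Cells (OD600=0.02, galactose medium, raffinose-pregrown) are incubated with compound 24 hr at 30 deg C and growth is quantified by BacTiter-Glo.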
# Abeta yeast res = qHTS for compounds that reverse cellular toxicity of Amyloid beta (A-beta) peptide in yeast: Primary Screen; AID 1347071, 2019; 0.063% of 410,000 active; Potency, µM (highest dose often 46.1 µM), for the others: at the highest dose growth rescue, most hits filed as activators; yeast expressing A-beta42, growth rescue, OD600, 48 h; response scale: 0% DMSO, 100% iron-clioquinol control; further: potency means the concentration at half of the fitted maximal effect; nearly all actives have a fitted effect of over 55% in size
#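 Growth rescue measured by 600 nm absorbance after 48 h yeast culture at 30 C with compound. Values normalized between DMSO and an equimolar ferric chloride plus clioquinol control.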
# FUS suppressor = qHTS for Suppressors of FUS Proteinopathy: Primary screen using FUS-linked yeast assay | S. cerevisiae FUS-expressing, growth rescue, OD600, 24 h | Potency, µM (titrated, usually from 76.6 µM), for inactives: top-dose growth rescue (activation), usual class: activators | 0.24% of 390,000 active | AID 1347120, 2019;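 further: potency means the concentration at half of the fitted maximal effect; plate controls were DMSO vehicle for no effect and reference control for full effect; nearly all actives have a fitted effect of over 55% in size; some results filed as inactive show a strong effect at the top dose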
#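 Absorbance at 600 nm, taken 24hr after compound addition, measured rescue of FUS-yeast growth at 30C. Induction used 2% galactose with seeding at OD 0.005. Controls: CP55940 from 92uM final, DMSO only.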
# DRD3 antagonist = qHTS of D3 Dopamine Receptor Antagonist: qHTS; D3R cells, DiscoveRx beta-arrestin luminescence, antagonist mode; stronger effect = lower value; 2.5% of 360,000 active; D(3) dopamine receptor (Homo sapiens), P35462; max response, negative = inhibition, %; in the data active means max response below about -50%; inconclusive means no clear call, values can overlap the other calls; further: on the % scale 0 is the no-effect control and ±100 the full control effect; mostly tested at two doses, the higher about 12 µM
# Target sequence (P35462 whole entry, looked up): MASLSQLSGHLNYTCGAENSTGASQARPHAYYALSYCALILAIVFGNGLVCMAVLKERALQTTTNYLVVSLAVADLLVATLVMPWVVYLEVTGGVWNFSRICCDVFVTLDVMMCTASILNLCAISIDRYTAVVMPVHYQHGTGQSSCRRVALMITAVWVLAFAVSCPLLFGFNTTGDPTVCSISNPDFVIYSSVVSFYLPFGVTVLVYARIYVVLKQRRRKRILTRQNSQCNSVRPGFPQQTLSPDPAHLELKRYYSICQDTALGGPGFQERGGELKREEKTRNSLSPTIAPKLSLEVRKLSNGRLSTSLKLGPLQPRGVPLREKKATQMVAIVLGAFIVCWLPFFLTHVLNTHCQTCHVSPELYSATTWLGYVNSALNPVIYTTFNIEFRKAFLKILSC
#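 Cells expressing the human receptor were seeded at 1500 cells/well, incubated overnight at 37 degrees C in 5% CO2, then exposed to library compounds with dopamine controls for 90 minutes at 37 degrees C before luminescent detection.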
# Starred values were filed as active, the others as inactive; i = inactive; ? = inconclusive; nt = no result given; [ ] = another dose, or the depositor's remark. Unless noted, the call rests on the fitted dose curve; in most records, active means well fitted curve in the direction sought with a large enough effect; inconclusive means small, poorly fitted or top-dose-only effect, or another doubt; inactive means no such curve, though single readings can be large; an effect the other way counts as inactive or inconclusive.
SMILES,GLP1R ag,GLP1R inv ag,pAkt inh,PTHR1 ag,aSyn rescue,TDP43 rescue,Abeta yeast res,FUS suppressor,DRD3 antagonist
C=CCSc1nnc(CC(OC)OC)n1-c1ccccc1,8.3%,-21.5%,i,-21.9%,-2.8%,2.0%[0.397 µM],0.8%,1.2%,7.7
NC(=O)C1CCN(C2OC(=O)c3ccccc32)CC1 (stereo unspecified),-14.5%,0.8%,i,i,3.5%,8.5%,-0.9%,-20.3%,15.4
Cc1nn(CC(=O)NCc2ccc(C(=O)O)cc2)c(C)c1[N+](=O)[O-],-1.0%,7.8%,i,i,-0.7%,-23.4%,-18.9%,25.4%,?
O=C1CC(N2CCC(c3nc4ccccc4o3)CC2)C(=O)N1 (stereo unspecified),-6.3%,4.9%,i,i,5.1%,13.6%,10.4%,-9.3%,14.2
COc1ccc2nc(NC(=O)c3ccccc3O)sc2c1,-4.0%,-15.7%,i,-39.5%[inhibitor],-1.1%,-25.9%,-3.7%,3.2%,5.4
CCc1cccc(NC(=O)c2ccc(Cn3c(=O)[nH]c4ccsc4c3=O)cc2)c1,-1.8%,-11.4%,i,-2.1%,-1.8%,17.2%,-3.7%,-11.3%,-20.3
Cc1nnsc1C(=O)NCc1c(F)cccc1Cl,8.6%,4.0%,i,28.2%,-2.9%,-18.6%,-7.2%,27.5%,-9.2
O=C(/C=C/Nc1ccccc1F)c1ccc(Br)cc1,-17.9%,-16.5%,i,-21.7%,-0.6%,-10.1%,9.6%,-2.2%,-20.7
Cc1c(C(C)C)c(=O)n(-c2ccc(S(=O)(=O)NC3CCCCC3)cc2)n1C,7.7%,?,i,-15.8%,9.6%,-28.5%,-7.3%,24.6%,-10.7
O=C(O)c1ccc(S(=O)(=O)NCC2CCCCC2)cc1,0.1%,14.2%,i,-10.0%,7.9%,-11.0%,-29.5%,3.2%,3.2
CN(c1ccc(O)cc1)c1nc(-c2ccccc2)cs1,4.8%,?,i,-46.6%[inhibitor],-23.6%,10.9%,-39.6%[inhibitor],27.7%,-5.5
C#CCN(C[C@H]1[C@H](OC(=O)NCc2ccco2)[C@H](OC(=O)NCc2ccco2)C[C@@H](C(=O)OC)[C@H]1C(=O)OC)S(=O)(=O)c1ccc(C)cc1,-0.5%,-20.2%,i,-8.5%,-1.2%,2.1%,-7.6%,20.7%,-20.2
COC(=O)C1CC(O)CN1C(=O)NC1CCCCC1 (stereo unspecified),7.8%,4.3%,i,-7.7%,-8.6%,-23.4%,-13.0%,1.4%,-21.7
COc1ccc(NC(=O)CN(C)CC(=O)NC2CCC(C)CC2)cc1 (stereo unspecified),-27.7%,-23.5%,i,-60.2%[inhibitor],5.2%,-7.9%,-15.5%,nt,-5.4
CC(C)(C)c1ccc(-c2c(C(=O)O)c(C(=O)O)c3n2CSC3)cc1,-0.5%,2.0%,i,i,0.2%,-4.5%,4.5%,11.9%,-8.3
CCOc1ccccc1NC(=O)c1c(NCc2ccc(C)o2)sc2c1CCC(C)C2 (stereo unspecified),nt,2.3%,nt,i,nt,-2.4%,-15.1%,-4.1%,nt
Cc1ccccc1C(=O)Nc1nc2n(n1)C(c1ccccc1)CC(=O)N2 (stereo unspecified),-3.2%,17.7%,nt,2.7%,nt,7.2%,-5.0%,1.8%,18.0
COc1ccc(C(=O)c2cn(Cc3ccc(F)cc3)c3c(F)cc(F)cc3c2=O)cc1,nt,-7.4%,nt,-56.3%[inhibitor],nt,?,-25.9%,12.8%,nt
COc1ccc(CC(=O)Oc2ccc(C)cc2Br)cc1S(=O)(=O)N1CCOCC1,-2.8%,22.8%,i,-13.4%,0.2%,-3.2%,2.6%,23.5%,27.7
CCOCCCNC(=O)CN1C(=O)CSc2ccccc21,-3.3%,-4.9%,i,-17.0%,-6.9%,0.9%,-17.6%,-7.9%,?
CCOC(=O)Cn1c(=O)c2c(nc(N3CCCCC3)n2Cc2ccccc2)n(C)c1=O,20.2%,?,i,i,13.7%,14.0%,-17.8%,26.2%,3.6
CCOC(=O)CCCCCC(=O)Nc1ccc2c(c1)C(=O)N([C@@H](C)CO)C[C@H](C)[C@H](CN(C)C(=O)Nc1ccc(F)cc1)OCCCC[C@H](C)O2,11.6%,14.1%,i,-21.4%,-0.2%,26.5%,4.1%,22.4µM*,-18.4
O=C1N(Cc2cccc(Cl)c2)C[C@@H]2C[C@@H](c3ccsc3)N3CCC[C@@]123,7.0%,?,i,i,-3.9%,-28.1%,-18.2%,34.2%,-20.1
COCCOC(=O)C(C#N)c1nc2ccccc2nc1N1CCCC1 (stereo unspecified),6.8%,-11.9%,i,i,1.4%,22.0%,-10.5%,-6.9%,-12.3
Cc1ccc(-c2cc(-c3cccc(F)c3)n[nH]2)c(O)c1,-6.0%,?,i,-8.4%[57.5 µM],-15.2%,?,-16.5%,13.2%,0.0
Cc1nc2ccccc2c(=O)n1NS(C)(=O)=O,-10.3%,1.8%,i,i,8.2%,9.4%,0.9%[9.22 µM],-57.2%[inhibitor],-13.4
COc1ccc2nc(Nc3ccccc3OC)sc2c1,7.2%,?,i,-79.4%[inhibitor],-27.4%,-27.1%,-34.5%[inhibitor],17.6%,-4.1
COc1ccccc1[C@@H]1C(c2ccc(F)cc2)=NN(c2ccccc2)[C@H]1C(=O)N1CCOC1=O,-5.5%,?,i,i,5.6%,24.4%,9.3%,3.0%,3.0
CCOC(=O)N1CCN(C(=O)COc2ccc(S(=O)(=O)NCC(C)C)cc2C)CC1,0.1%,4.8%,i,i,9.0%,-2.7%,7.5%,13.8%,8.7
Cc1cc(C)nc(SCc2nnc(SCc3ccccc3Cl)o2)n1,19.2%,?,i,i,17.8%,15.8µM*,6.3%,34.4%,21.8
CC1(C)CC(=O)C(C(=O)/C=C/NCCc2ccccc2)C(=O)C1,-10.1%,3.8%,i,i,0.9%,4.1%,6.6%[9.22 µM],-40.4%,3.0
C=CCSc1nc2c(C(=O)OCC)nnn2c2ccccc12,25.8%,62.4%[activator],i,-5.4%,11.3%,22.8%,-29.1%,3.7%,-3.3
CCOc1ccc(NC(=O)C(Cc2ccccc2)N2C(=O)c3cccc4cccc(c34)C2=O)cc1 (stereo unspecified),12.9%,7.7%,i,-1.1%,13.5%,-3.5%,9.0%,-1.2%,9.1
CCN1CCN(S(=O)(=O)c2ccc(Br)s2)CC1,-10.4%,1.9%,i,i,0.0%,-13.6%,11.4%,-4.2%,-7.4
O=C(COC(=O)c1c[nH]c2ccccc12)NC1CCCCC1,-3.8%,-10.2%,i,i,1.5%,10.4%,-15.2%,-11.6%,20.4
Cc1ccc(C(=O)c2ccccc2C(=O)OCC(=O)NC(C)(C)C)cc1,-10.2%,?,i,i,?,8.1%,?,17.6%,-13.8
COc1ccc2ncc(OC(C)=O)cc2c1,3.4%,60.2%[activator],i,-17.1%,-4.5%,-4.5%,-7.0%,-12.0%,-9.3
OCC[C@@H]1C[C@@H](O)[C@H](O)[C@@]2(CCc3ccccc3O2)O1,-0.9%,-3.7%,i,-21.8%,-1.0%,12.8%,-12.5%,-18.8%,30.5
Cc1nc2ccc(NC(=O)c3cc(S(=O)(=O)N(C)c4ccccc4)ccc3Cl)cc2s1,8.5%,?,i,-19.7%,1.7%,4.5%,-6.3%,24.3%,0.0
CCCCNC(=S)Nc1ccc(C(F)(F)F)cc1,-0.8%,?,i,-32.3%[inhibitor],-35.7%[inhibitor],0.0%,24.2%,-5.8%,19.3
S=C(NC1CCCCC1)N1CCN(C/C=C/c2ccccc2)CC1,1.0%,?,i,-15.2%,10.2%,-0.1%,7.8%,-10.5%,9.0
CCC(=O)Nc1ccc(C(=O)CSc2nnc(-c3ccc(NS(=O)(=O)CC)cc3)o2)cc1OC,3.1%,12.0%,i,i,5.6%,4.8%,3.6%,20.1%,-0.6
CCOC(=O)C1CCN(C(=O)CN2C(=O)c3cccnc3Oc3ccccc32)CC1,-0.6%,-9.4%,i,16.0%,0.7%,-23.3%,-26.1%,25.4%,-15.4
Cc1ccc(NC(=O)C2CCCN(c3ncccn3)C2)cc1F (stereo unspecified),-3.0%,0.0%,i,-32.6%[inhibitor],3.3%,0.4%,-11.9%,25.6%,28.3
CCn1c(=O)c2cc(C(=O)N(CC(C)C)CC(C)C)sc2c2ccccc21,-0.3%,3.8%,nt,-72.5%[inhibitor],nt,-13.9%,-12.3%,-1.6%,nt
COc1cccc(CNC(=O)CCc2c(C)c3cc4c(C)coc4cc3oc2=O)c1,nt,-3.6%,nt,-27.4%,nt,15.0%,-10.8%,17.7%,nt
Cc1nn2c(=O)cc(COC(=O)c3ccco3)nc2s1,nt,3.2%,nt,-3.4%,nt,4.5%,-11.3%,0.1%,nt
Cc1ccc(S(=O)(=O)NCCC(=O)N2CCCCCC2)cc1,6.2%,-8.9%,i,i,2.8%,11.6%,10.6%,-1.8%,-2.5
CCCC1=[N+](CC(=O)c2ccccc2)CCn2cccc21,-1.9%,3.3%,i,i,-3.9%,-20.9%,-9.3%,nt,18.2

# TDP43 rescue: hit marks shown above.
SMILES | GLP1R ag | GLP1R inv ag | pAkt inh | PTHR1 ag | aSyn rescue | TDP43 rescue
Cc1cc(C)nc(SCc2nnc(SCc3ccccc3Cl)o2)n1 | 19.2% | ? | i | i | 17.8% | 15.8µM*

# These rows are one share of the data; the hit share may differ from the screen's.
